T cell modulator – T cell immune modulation candidate; 2C CD8+ T cell-vesicle binding, flow cytometry; hits give low values; calls only at 7 µM; 0.068% of 330,000 active; AID 2052;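 active = response, share of CD8 T cells binding vesicles, and their 90th percentile fluorescence all below set limits, cut at about 80% in these data, passing the limit was not always enough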
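Assay system – 2C mouse CD8+ T cells · Also added – QL9-loaded Drosophila micro-vesicles · Timing – Cell–vesicle co-incubation 1.5 h at 37 °C, staining 20 min on ice · Signal – flow cytometry of vesicle-bound cells · Measure – percent CD8+ FL2 mean versus row control · Controls – Peptide-free naked vesicles (low) and QL9 vesicles with 0.7% DMSO vehicle (high)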
b-catenin transl – alters nuclear translocation of beta-catenin in HeLa cells. immunofluorescence imaging. nuclear translocation activity, % at 5 µM. 0.3% of 190,000 active;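 active = nuclear translocation activity above 50% at 5 µM, with a well cell count of 50 or more; inconclusive = wells under 50 cells across six images, flagged as toxic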;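 also: per-cell ratio of nuclear to cytoplasmic median beta-catenin stain intensity; plate controls were DMSO negative control for no effect and GSK-3 inhibitor IX positive control for full effect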
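Read-out: Nuclear/cytoplasmic beta-catenin signal ratio, % activation | Assay system: Human HeLa cell line | Times: 24 h compound exposure at 37°C, 5% CO2 | Signal: Fluorescence imaging of beta-catenin antibody stain plus DAPI | Dosing: 5 µM primary, 0.02–20 µM confirmation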
PhoP inhibition – PhoP-dependent GFP reporter repression – Salmonella Typhimurium, primary screen (AID 1863). 0.16% of 300,000 active. one-dose inhibition, % at 50 µM; IC50 in µM for titrated hits. S. Typhimurium PhoP-regulated promoter GFP reporter, 4 h; higher % means a stronger effect;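 active = inhibition over 29.93%, a cutoff 3 SD above the screen mean, later confirmed by dose response; inconclusive = inhibition over 29.93% but no dose response follow-up; inactive = inhibition at most 29.93% or unconfirmed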;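 also: 0% = low Mg2+ inducing control and 100% = high Mg2+ repressing control; strong numbers were not always called active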
SV40 large T antigen – TAg ATPase/helicase activity blockers – biochemical (AID 1903); SV40 large T antigen ATPase/helicase inhibition assay; higher % means a stronger effect; one-dose inhibition, % at 20 µM; IC50 in µM for titrated hits; 0.39% of 310,000 active; in the data active = a potency from the dose series; inconclusive = inhibition mostly from about 32% at the one dose, without a potency; inactive = the rest, 99 in 100 with inhibition below about 32%; also: strong numbers were not always called active
Rac1 GTP hydrolysis – MgcRacGAP GTPase-activating activity inhibitors, confirmation, biochemical, ADP Hunter fluorescence | MgcRacGAP-stimulated Rac1 GTP hydrolysis, ADP Hunter fluorescence; higher % means a stronger effect; GST-tagged Rac1 F28L mutant substrate | inhibition, % at 30 µM, or IC50 in µM where a hit was titrated | 0.6% of 340,000 active | AID 624330;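 active = first-screen hits whose inhibition reached a set limit at any dose in the follow-up dose series; inconclusive = inhibition above the set first-screen limit but never retested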;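 also: fluorescence reports GDP produced by GAP-driven GTP hydrolysis; strong numbers were not always called active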
West Nile virus CPE – West Nile virus antiviral activity, cell-based, CPE readout (AID 1621) | one-dose CPE inhibition, % at 10 µM; IC50 in µM for titrated hits | 0.02% of 290,000 active | West Nile virus-infected cells, CPE inhibition; higher % means a stronger effect; in the data active = a potency from the dose series; inconclusive = CPE inhibition mostly from about 3.7% at the one dose, without a potency; inactive = the rest, 99 in 100 with CPE inhibition below about 2.2%; also: strong numbers were not always called active
WT yeast gro inh – growth inhibition of WT yeast, mitochondrial fusion screen; mitochondrial fusion phenotypic screen, WT strain; inhibition, % at 10 µM; AID 1362; 2.1% of 190,000 active; in the data active = inhibition above about 58%; tested in S. cerevisiae
RSV CPE inhibition – RSV antiviral activity via CPE protection, HEp-2 cells, primary 10 µM value included (AID 2391) | HEp-2 cells, RSV-induced CPE inhibition; higher % means a stronger effect | one-dose CPE inhibition, % at 10 µM; IC50 in µM for titrated hits | 0.13% of 310,000 active; in the data active = a potency from the dose series; inconclusive = CPE inhibition mostly from about 23% at the one dose, without a potency; inactive = the rest, 99 in 100 with CPE inhibition below about 21%; also: strong numbers were not always called active
Myeloid diff MLP – compounds promoting myeloid differentiation. ER-HoxA9 myeloid progenitors, lysozyme-GFP differentiation, flow cytometry. calls only at 10 µM. 1% of 360,000 active. AID 624256;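 active = normalized GFP-positive differentiation at or above the plate's own cutoff, the solvent-only control mean plus 3 SD; inconclusive = no clear call, values can overlap the other calls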;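 also: cells exposed to compound for four days before flow analysis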
WT yeast gro inh mutant strain – also measured in WT yeast gro inh; calls as there; inhibition, %; mitochondrial fusion phenotypic screen, mutant strain inhibition
b-catenin transl cell count 5 µM – recorded beside b-catenin transl, whose call it bears; cell count; measured here: cell count, cytotoxicity flag
T cell modulator vesicle-bound % – further read-out of T cell modulator, marked with its call; double positive events, %; measured here: CD8+ vesicle-bound cell fraction;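 binding gate set so that unloaded-vesicle control wells show 10% double positive cells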
Myeloid diff MLP GFP+ MAC1+ % – second read-out of Myeloid diff MLP, no call of its own (marks repeat the call); GFP+ MAC1+ double positive, %; measured here: differentiation confirmed by MAC1 staining
Active calls of the source: *; i = inactive; u = inconclusive; x = no result given; + = active, no number.

SMILES	T cell modulator	T cell modulator vesicle-bound %	b-catenin transl	b-catenin transl cell count 5 µM	PhoP inhibition	SV40 large T antigen	Rac1 GTP hydrolysis	West Nile virus CPE	WT yeast gro inh	WT yeast gro inh mutant strain	RSV CPE inhibition	Myeloid diff MLP	Myeloid diff MLP GFP+ MAC1+ %
Cc1ccc(S(=O)(=O)NCCCNS(=O)(=O)c2ccccc2)cc1	i	63	x	x	2%	6%	6%	-0.6%	x	x	-0.3%	i	0.5
COc1ccccc1CNC(=O)CN1c2cccc3cccc(c23)S1(=O)=O	i	35	x	x	x	x	6%	x	x	x	2.6%	i	0.2
O=C(c1ccccc1[N+](=O)[O-])N1N=C(c2ccccc2)CC1(O)C(F)(F)F (stereo unspecified)	i	58	x	x	-6%	8%	7%	-1.4%	x	x	5.1%	i	0.5
C=CCN(CC=C)C(=O)COC(=O)c1n[nH]c2ccccc12	i	12	1.5	1004	2%	21%	8%	0.3%	3	3	1.6%	i	0.6
CCc1nnc(NC(=O)c2ccc(COc3ccccc3)o2)s1	i	16	x	x	-15%	6%	4%	-0.6%	-2	7	20%	i	1.2
COc1ccc(Cc2nc(C(=O)Nc3ccc(Cl)cc3)cs2)cc1	i	11	-3.0	1219	8%	23%	3%	-0.1%	54	44	2.5%	i	1.9
CC(C)N1CCCC(CNC(=O)CCc2nnc(CCCCc3ccccc3)o2)C1 (stereo unspecified)	i	31	-1.4	999	-9%	0%	5%	0.6%	-15	-27	-1.0%	i	0.6
Cc1ccc2c(c1)nnn2C1CCN(S(=O)(=O)c2ccc(C(=O)N(C)C3CCCCC3)cc2)CC1	i	23	-6.8	1002	-2%	9%	4%	-0.2%	17	11	u	i	1.5
COCc1c(C#N)c(NCCc2ccc(F)cc2)nc(C)c1[N+](=O)[O-]	i	30	-1.3	599	8%	1%	7%	-1.0%	2	-4	1.9%	i	0.1
O=C(CNC1CCCC1)Nc1ccc(S(=O)(=O)N2CCCCC2)cc1	i	18	x	x	0%	8%	4%	-0.3%	x	x	1.0%	i	0.5
C/C=C/c1ccc(OCCOc2ccc(C=O)cc2)c(OC)c1	i	42	-1.5	1070	8%	1%	8%	0.2%	-8	2	2.5%	i	1.0
COc1ccc(C(=O)NC(C)c2ccc(-n3ccnc3)cc2)c(OC)c1 (stereo unspecified)	i	21	x	x	-7%	14%	0%	-0.3%	x	x	1.4%	i	0.3
COCCCNc1nc2c(c(=O)[nH]c(=O)n2C)n1CC(O)COc1cccc(C)c1 (stereo unspecified)	i	41	3.1	1160	2%	13%	4%	0.0%	-11	-10	1.0%	i	0.4
C=CCN1CC(c2nc3ccccc3n2Cc2ccccc2)CC1=O (stereo unspecified)	i	23	-0.6	844	4%	11%	2%	-0.7%	-1	-6	0.9%	i	1.2
COc1cc2c(=O)n(Cc3ccccc3)c(=O)n(CC(=O)NCCc3ccccc3)c2cc1OC	i	19	-1.2	1050	7%	0%	2%	0.6%	1	-13	1.5%	+	4.1*
O=C(NCc1ccc(N2CCCC2=O)cc1)Nc1cccc(Cl)c1	i	14	2.1	922	-7%	5%	13%	-0.8%	-5	-8	0.7%	i	0.3
CC(C)S(=O)(=O)c1csc(NC(=O)Nc2ccc(Cl)cc2)c1Cl	i	28	0.2	1349	-4%	9%	4%	-0.3%	x	x	6.0%	i	0.5
CC(C)OC(=O)CSc1nnc(-c2cnccn2)n1C	i	58	-4.0	585	10%	0%	11%	0.3%	-7	-7	-0.1%	i	0.5
O=C(N/N=C/c1ccncc1)c1cccc(N/N=C/c2ccncc2)c1	i	37	-0.7	1066	4%	2%	-1%	0.8%	8	1	-1.1%	i	0.3
COCCCn1c(-c2cccs2)nc2nc3ccccc3nc21	i	27	-0.5	1366	-11%	12%	6%	0.8%	x	x	2.1%	i	0.3
CC(Oc1cccnc1[N+](=O)[O-])C(=O)Nc1ccc(Cl)cn1 (stereo unspecified)	i	51	x	x	x	x	0%	x	x	x	0.3%	i	0.3
CCCC(O)(CCC)C(=O)NN1CCCCC1	i	20	0.6	1391	4%	-2%	11%	0.1%	-3	-18	0.3%	i	9.5
Cc1ccc(-n2cc(CNCCN3CCOC3=O)c(-c3cccc(C)c3)n2)cc1	i	61	0.1	1645	2%	4%	5%	0.6%	2	3	0.9%	i	0.4
CCc1c(C)nc2ncnn2c1N1CCC(C(=O)NCc2ccc3c(c2)OCO3)CC1	i	37	-4.1	889	9%	0%	2%	-0.9%	1	-15	2.5%	i	0.6
COc1ccccc1C(=O)NC(=O)COC(=O)CCNS(=O)(=O)c1ccccc1	i	42	x	x	6%	17%	2%	x	x	x	-0.2%	i	0.6
CSc1ccc(N/N=C(/C#N)S(=O)(=O)C(C)(C)C)cc1	i	55	-1.4	1215	-2%	16%	x	-0.7%	-23	8	7.3%	i	0.2
COc1ccc2cc3cc(C(=O)N4CCCCCC4)oc3nc2c1	i	60	x	x	3%	21%	5%	-0.9%	x	x	5.7%	i	1.1
Cc1ccc(S(=O)(=O)N(Cc2nccn2C)C(C)C)cc1	i	30	1.4	854	8%	3%	9%	-0.3%	-16	-11	1.6%	i	0.6
Cc1ccnc(NC(=O)c2ccccc2[N+](=O)[O-])c1	i	52	0.5	1406	10%	-3%	5%	-0.1%	7	0	1.0%	i	0.5
O=C(NCc1ccccc1)c1ccc2c(c1)C(=O)N(CC1CCCO1)C2=O (stereo unspecified)	i	17	-0.4	1382	2%	3%	5%	-0.3%	-28	-6	2.0%	i	0.6
NS(=O)(=O)c1ccc(NC(=O)C2C3C=CC(C3)C2C(=O)O)cc1 (stereo unspecified)	i	30	-0.7	961	-13%	4%	5%	0.3%	0	-11	1.1%	i	0.9
O=C(Nc1nnc(-c2ccccc2)s1)c1cc(S(=O)(=O)N2CCOCC2)c(Cl)cc1Cl	i	51	0.9	1081	7%	-2%	5%	-1.1%	15	15	2.8%	i	1.7
CC(=O)C1=C(O)CC(c2ccccc2)CC1=NCCc1c(C)[nH]c2ccc(C)cc12 (stereo unspecified)	i	24	-2.3	527	8%	7%	6%	-0.3%	-4	-19	-0.7%	i	5.1
COc1ccc(-c2ocnc2C(=O)Nc2ccccc2N2CCCCC2)cc1	i	39	-1.0	960	2%	5%	3%	-1.4%	10	4	u	i	0.5
C/C(=N\Nc1nc2ccc(Cl)cc2o1)c1ccccc1	i	16	-1.4	1312	5%	6%	x	-0.2%	x	x	2.2%	i	0.7
COC(C(=O)Nc1ccc(S(=O)(=O)Nc2c(C)cccc2C)cc1)c1ccccc1 (stereo unspecified)	i	3	x	x	0%	-1%	8%	-0.8%	3	22	0.2%	i	0.3
Cc1ccccc1Nc1c(-c2cccnc2)nc2ccc(Br)cn12	i	58	x	x	-2%	6%	15%	-0.3%	7	-26	-0.7%	i	0.3
COc1ccc(Nc2cc(Nc3ccccc3)ncn2)cc1	i	43	x	x	4%	4%	5%	-0.3%	x	x	0.5%	i	1.1
O=C(c1ccc2c(c1)N(Cc1ccccc1)CCS2)N1CCCCC1	i	64	-0.7	1109	3%	-1%	9%	0.0%	29	28	4.7%	i	4.2
Cc1onc(-c2c(F)cccc2Cl)c1C(=O)NCc1ccc2c(c1)OCO2	i	12	x	x	-3%	10%	6%	-0.9%	x	x	0.9%	i	3.9
COc1ccc(CCNC(=O)CCN2C(=O)c3ccccc3C2=O)cc1OC	i	57	-0.4	1548	-8%	16%	x	0.9%	-6	1	1.4%	x	x
COc1ccc(C)cc1S(=O)(=O)NC1CCCCC1	i	6	-6.7	1000	-6%	4%	10%	-0.8%	3	-5	4.0%	i	1.7
O=C1/C(=C/c2cccnc2)N=C2CCCCCN12	i	58	-0.6	1089	5%	2%	-26%	0.2%	-3	2	0.5%	i	0.3
COc1ccc(CNC(=O)C(c2ccco2)N(Cc2ccccc2)C(=O)Cc2cccs2)cc1 (stereo unspecified)	i	28	-3.6	480	3%	6%	13%	-0.5%	8	-2	0.4%	i	0.5
CCCn1c(SCc2cc(=O)oc3ccc4ccccc4c23)n[nH]c1=O	i	24	-5.9	1053	29%	14%	11%	-0.1%	3	3	6.2%	i	1.0
Cc1cccc(-c2noc(CN(C(C)C)S(=O)(=O)c3ccc(F)cc3)n2)c1	i	54	-1.0	957	4%	2%	11%	0.5%	18	24	12%	i	0.9
CN(C)CCNC(=O)COc1ccc(C23CC4CC(CC(C4)C2)C3)cc1	i	62	14	859	-10%	2%	15%	0.3%	96*	95*	0.7%	i	0.4
CC(CN1CCCCC1)OC(=O)c1ccc(Cl)cc1 (stereo unspecified)	i	36	-0.2	1143	24%	0%	13%	0.3%	13	16	1.0%	i	0.5
COCCCNC(=O)CCSc1ccc(Cl)cc1	i	33	-4.4	815	-17%	0%	4%	0.4%	-16	-3	-0.4%	i	0.5
COC(=O)CCSCC(=O)N1N=C(c2ccc(Br)cc2)CC1c1cccc(OC)c1OC (stereo unspecified)	i	54	-1.8	1129	10%	11%	-20%	-0.4%	38	-7	3.4%	i	1.0
O=C(NCc1ccncc1)c1cccc(F)c1	i	32	0.2	897	-4%	5%	-9%	0.8%	-10	3	1.6%	i	16
CC(OC(=O)c1cc2sccc2n1C)C(=O)NCc1cccs1 (stereo unspecified)	x	x	-1.1	1119	3%	16%	6%	-0.7%	-5	1	1.0%	i	1.9

Screening results as filed in PubChem.
